Screening data deposited in PubChem BioAssay by several laboratories.
ABCB6 inh MLPCN = human ABCB6 transporter inhibition. Q9NP58. 360,000 tested, 0.19% active. fluorescence ratio to DMSO, % at 10 µM. K562-ABCB6 porphyrin accumulation, flow cytometry, 1 h; active compounds read low;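 active means fluorescence ratio to DMSO below 75%, the collection mean minus 3 SD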;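 further: signal is porphyrin accumulated inside mitochondria; 100% equals median channel fluorescence of DMSO control wells; lower ratio means ABCB6 inhibition with less porphyrin fluorescence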
ABHD5-PLIN5 inh = inhibitors of human ABHD5-perilipin-5 interaction | Q00G26+Q8WTS1 | Split G. princeps luciferase complementation, luminescence, 4 h | inhibition, % at 4 µM | 360,000 tested, 0.78% active | AID 602281;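 active means inhibition above the mean inhibition across every tested compound plus 3 SD, cut at about 22% in these data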;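 further: 0% = DMSO only wells and the 100% control is not disclosed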
CaV13 FRET inh = Disruptors of the CACNA1D IQ motif to Ca2+-dependent inactivation inhibitor domain association, primary screening, Förster resonance energy transfer in intact living …; HEK cells, CFP/YFP FRET ICDI-IQ, plate reader, 10 min; percent FRET-ratio fall versus neutral wells; inhibition, % at 12.3 µM; 340,000 tested, 0.098% active; AID 743397;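 active means mean replicate inhibition of at least 30% and at least 1% of replicates passing that level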;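 further: 0% = median of the neutral control wells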
Exocytosis inh = lytic granule exocytosis inhibition. TALL-104 LAMP-1 surface exposure, flow cytometry; cells stimulated with thapsigargin and PMA. AID 651702. 360,000 tested, 0.66% active. inhibition, % at 10 µM;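 active means inhibition above about 55%, limit read from the data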
HTR2A ag = agonists of mouse serotonin 5-HT2A receptor (HTR2A); activation, % at 7.6 µM; 360,000 tested, 0.66% active; AID 624169; CHO-K1 mHTR2A beta-arrestin complementation, luminescence; percent of 30 µM serotonin response;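 active means activation above a run cutoff, the mean activation of all tested compounds plus 3 SD, cut at about 14% in these data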;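 further: 0% = plate median of compound wells and 100% = 30 µM serotonin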
Target sequence (P35363 whole entry, looked up): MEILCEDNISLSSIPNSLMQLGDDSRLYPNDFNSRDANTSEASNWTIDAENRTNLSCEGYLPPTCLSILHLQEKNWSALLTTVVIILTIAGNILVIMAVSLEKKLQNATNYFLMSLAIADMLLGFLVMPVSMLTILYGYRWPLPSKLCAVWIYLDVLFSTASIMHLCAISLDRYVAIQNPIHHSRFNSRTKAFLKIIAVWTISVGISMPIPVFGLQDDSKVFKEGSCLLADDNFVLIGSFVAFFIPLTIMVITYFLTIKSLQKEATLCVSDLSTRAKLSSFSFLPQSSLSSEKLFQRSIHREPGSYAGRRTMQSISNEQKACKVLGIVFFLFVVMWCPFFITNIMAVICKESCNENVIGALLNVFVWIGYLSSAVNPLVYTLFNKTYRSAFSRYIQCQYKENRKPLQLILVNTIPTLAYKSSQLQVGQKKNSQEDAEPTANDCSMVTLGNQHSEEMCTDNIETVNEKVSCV
Glyco luc inh = blocks N-linked glycosylation in D54 reporter cells; D54 ERlucT glycosylation luciferase reporter, 24 h; percent of 100 nM tunicamycin response; reporter increase, % at 12.5 µM; 360,000 tested, 0.23% active;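 active means mean luciferase reporter signal, scaled so untreated is 0 and the glycosylation-blocking control 100, at or above a set limit in every replicate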;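 further: luciferase carries N-glycosylation sites so blocking glycosylation raises the light; 0% = median of neutral control wells and 100% = median of 100 nM tunicamycin wells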
PDI inh = inhibitors of human protein disulfide isomerase; P07237; inhibition, % at 10 µM; AID 588391; PDI insulin aggregation turbidity, A650, 90 min; 350,000 tested, 0.052% active;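 active means mean inhibition across replicates of 30% or more, whatever share of single replicates reach that level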;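 further: absorbance from insulin aggregation driven by PDI reduction with DTT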
H9c2 protect = myocardial damage modulation in H9c2 cells; H9c2 cardiomyocytes, H2O2 injury protection, ATPLite, 2 h; protection from H2O2 cell death, % at 20 µM; 360,000 tested, 0.63% active;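 active means compounds giving at least 50% protection of heart cells from peroxide-induced death in the single-dose screen, raw or plate-pattern-corrected value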;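 further: 0% = DMSO wells with peroxide and 100% = DMSO wells without peroxide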
MC4R ag barr = agonists of human melanocortin 4 receptor (MC4R) beta-arrestin | AID 540308 | activation, % at 8.9 µM | 360,000 tested, 0.98% active | U2OS MC4R beta-arrestin complementation, luminescence; percent of melanotan II response, DMSO zero;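 active means activation above a per-plate cutoff, the mean activation of sample wells on that plate plus 3 SD, cut at about 8% in these data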
Target sequence (P32245 whole entry, looked up): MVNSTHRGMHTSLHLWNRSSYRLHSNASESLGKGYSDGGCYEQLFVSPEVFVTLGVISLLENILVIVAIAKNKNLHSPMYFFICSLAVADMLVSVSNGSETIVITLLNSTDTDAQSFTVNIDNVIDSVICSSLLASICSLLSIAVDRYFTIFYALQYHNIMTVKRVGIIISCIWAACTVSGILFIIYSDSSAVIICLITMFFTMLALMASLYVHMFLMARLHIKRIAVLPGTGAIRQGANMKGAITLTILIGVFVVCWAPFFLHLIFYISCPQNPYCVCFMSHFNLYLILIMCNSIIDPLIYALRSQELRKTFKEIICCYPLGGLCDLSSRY
MC4R antag cAMP = human MC4R antagonism in cAMP assay. MC4R-expressing cells, MTII-stimulated cAMP, LANCE TR-FRET. AID 540295. 360,000 tested, 0.48% active. inhibition, % at 6.5 µM. P32245;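 active means inhibition above its plate's cutoff, the mean of tested wells on that plate plus 3 SD, cut at about 29% in these data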;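 further: 0% = Melanotan II alone and 100% = Melanotan II plus saturating MCL0020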
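material = U2OS cells stably expressing human melanocortin 4 receptor (MC4R) | also added = Melanotan II challenge | dosing = single nominal compound dose of 6.5 µM | detection = TR-FRET with Eu-cAMP and labeled anti-cAMP, 671 nm | replication = singlicate | timing = compound 30 min, challenge 1 h, detection 1 h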
The depositor's hits bear a star; x = not tested or not shown.

Every second line gives: H9c2 protect, Glyco luc inh, Exocytosis inh, MC4R ag barr, HTR2A ag, MC4R antag cAMP, ABHD5-PLIN5 inh, PDI inh, CaV13 FRET inh, ABCB6 inh MLPCN
Cc1onc(-c2ccccc2)c1C(=O)c1c[nH]c(C(=O)NCc2ccccn2)c1
 : -4, 0, 0, 0.9, -3, 10, -1, 3, -2, 99
N#CC1C(=N)Cc2ccccc2-c2ccccc21 (centres undefined)
 : -4, 24, 9, -0.7, -6, -12, -7, -5, -6, 91
COc1ccccc1NS(=O)(=O)c1cc(C(=O)N2CCCC2)ccc1C
 : 4, 3, -2, -2.5, -1, 2, 1, 0, -6, 101
S=C(NCc1ccncc1)Nc1cc(Cl)cc(Cl)c1
 : -5, 2, -1, -0.3, -11, 1, 5, -11, -3, 93
CCOc1c(Cl)cc(CNCC(C)C)cc1Cl
 : -4, -2, -2, 0.4, 7, -3, 3, -6, -4, 95
C=CCn1cccc(C(=O)Nc2cc(OC)ccc2OC)c1=O
 : 4, 0, -2, 1.6, 2, 11, -2, 2, -5, 97
OC[C@@H]1CN(Cc2ccc(-c3ccccc3)cc2)C[C@H](n2cnc3c(NCc4ccc(F)cc4)ncnc32)O1
 : -19, -4, 20, 3.4, 11, 14, -6, 5, -12, 96
CN(CC(=O)Nc1cccc(F)c1)C(=O)c1cccnc1Sc1ccc(Cl)cc1
 : 8, -2, 7, -1.9, -8, 7, -3, -7, -6, 86
CN(CC(=O)Nc1cccc(F)c1)C(=O)c1ccc(OCc2cn3ccccc3n2)cc1
 : -1, -1, 12, -0.2, 3, 3, -17, -3, -3, 98
COc1ccc(NC(=O)CN2C(=O)COc3ccc(S(=O)(=O)N4CCOCC4)cc32)c(OC)c1
 : 1, 0, 2, -2.3, 2, 6, -4, -8, -5, 100
CCCS(=O)(=O)N1CCC(C(=O)NCc2ccccc2Cl)CC1
 : -1, -2, -1, -1.2, 0, -2, 2, 3, x, 99
COc1ccc(C2=C(CN(C)C)C(c3ccccc3)c3ccccc3O2)cc1 (centres undefined)
 : -29, -2, 28, 3.2, -3, 9, 2, 6, 0, 98
COC(=O)c1ccc(NC(=O)c2cccc(N3C(=O)CCC3=O)c2)cc1
 : 5, 1, -4, -1.6, 0, -2, -10, -1, -6, 100
Cc1ccc(N2C(=O)NC(NC(=O)c3ccc(Cl)cc3)(C(F)(F)F)C2=O)cc1 (centres undefined)
 : -16, 0, 4, -1.2, 3, 5, -2, -17, -4, 98
CCCCn1c(C)cc(C)c(S(=O)(=O)c2ccccc2C)c1=O
 : -11, -3, 2, 0.3, -4, -2, -3, -19, x, 88
O=c1[nH]c(COc2ccccc2)nc2ccccc12
 : 8, 2, -12, -1.1, 7, 6, 4, 0, -17, 94
COc1ccc(OC)c(C(=O)NC(CC(N)=O)c2ccc(N3CCC(Cc4ccccc4)CC3)c([N+](=O)[O-])c2)c1 (centres undefined)
 : -3, 1, 1, -1.2, 8, 5, -6, 1, -5, 97
Nc1nnc(SCC(=O)NCCOc2ccccc2)s1
 : -4, 3, -3, -1.0, -3, 8, 1, -13, -5, 136
CCCn1c(N)c(C(=O)CSc2ncnc3sccc23)c(=O)n(C)c1=O
 : 10, -1, -2, -1.5, -3, 17, 4, -1, -5, 101
COc1cc2c(cc1OC)C(c1cccs1)CC(=O)N2 (centres undefined)
 : -4, 1, 0, -1.2, -2, 0, -1, -1, -5, 101
C=CCN1CN(S(=O)(=O)c2cccs2)c2nc3ccccc3nc21
 : 1, -2, -2, 2.0, 0, 19, -1, -5, -3, 113
COCCNC(=O)/C(C#N)=C/c1c(F)cccc1Cl
 : -1, 3, 1, -1.8, 1, 28, 17, -5, -5, 94
O=[N+]([O-])c1cc(S(=O)(=O)N2CCCC2)ccc1N/N=C/c1cccs1
 : -10, 3, -2, 20*, 4, -7, 0, -1, -5, 98
O=C(COC(=O)c1cc2c(s1)CCCCC2)NC1CCS(=O)(=O)C1 (centres undefined)
 : -2, 2, 5, -3.3, -5, 14, -4, -1, -6, 100
Cc1cc2cc(CNC(=O)CC(C)C)ccc2n1C
 : 2, -1, -1, -1.4, -3, 1, -10, 4, -6, 98
Cc1c(NC(=O)c2csc3c2CCCC3)c(=O)n(-c2ccccc2)n1C
 : -2, 1, -8, -0.3, 1, -2, -8, 10, -3, 91
Cc1cc(O)c(Oc2cc(C)cc(O)c2O)c(O)c1
 : 40, 1, 4, -3.2, 4, 1, 5, x, x, 96
O=C(CN(C(=O)c1csnn1)c1ccccc1F)NCc1ccc2c(c1)OCO2
 : 1, -1, 2, 0.5, -5, 17, 5, 1, -3, 96
COc1ccc2c(c1)OC/C(=C/c1cccs1)C2=O
 : -21, -2, -3, 1.2, -1, 2, 9, -1, -5, 101
CN1C(=O)/C(=C/c2cc(C(C)(C)C)c(O)c(C(C)(C)C)c2)NC1=S
 : 2, -3, 4, -0.9, 2, 3, 3, 9, -2, 99

The closing four compounds of the part before are carried over, then new ones follow.
Every second line gives: H9c2 protect, Glyco luc inh, Exocytosis inh, MC4R ag barr, HTR2A ag, MC4R antag cAMP, ABHD5-PLIN5 inh, PDI inh, CaV13 FRET inh, ABCB6 inh MLPCN
Cc1cc(O)c(Oc2cc(C)cc(O)c2O)c(O)c1
 : 40, 1, 4, -3.2, 4, 1, 5, x, x, 96
O=C(CN(C(=O)c1csnn1)c1ccccc1F)NCc1ccc2c(c1)OCO2
 : 1, -1, 2, 0.5, -5, 17, 5, 1, -3, 96
COc1ccc2c(c1)OC/C(=C/c1cccs1)C2=O
 : -21, -2, -3, 1.2, -1, 2, 9, -1, -5, 101
CN1C(=O)/C(=C/c2cc(C(C)(C)C)c(O)c(C(C)(C)C)c2)NC1=S
 : 2, -3, 4, -0.9, 2, 3, 3, 9, -2, 99
O=C(COC(=O)c1ccc(Cl)nc1)NCc1ccco1
 : 4, 2, -4, -2.8, 0, 6, 1, -5, -4, 103
C[C@H](CO)N1C[C@H](C)[C@@H](CN(C)C(=O)C2CCOCC2)Oc2ncc(Br)cc2C1=O
 : 14, 4, -1, -1.3, 4, 5, 4, -9, -10, 95
Cc1ccc(C)c(-n2c(SCC(=O)O)nc3sc4c(c3c2=O)CCCC4)c1
 : -12, 0, -1, 0.0, -2, 20, -2, -7, -4, 105
CCOc1ccc(Cn2c(SCCCCC#N)nc3c2c(=O)n(C)c(=O)n3C)cc1OCC
 : 20, -4, -2, -0.5, 1, 0, -4, 5, -5, 99
O=C(CN1CCOCC1)NNC(=O)c1ccc(Cl)cc1
 : 4, -1, -4, -1.1, -3, 2, 7, 13, -7, 97
COc1ccc(F)cc1S(=O)(=O)Nc1cc2c3c(c1)CCC(=O)N3CCC2
 : -7, 6, -9, -2.0, -1, 8, 5, -3, -2, 102
C=CCC[C@@H](Cc1ccc(F)cc1)C(=O)OC[C@@H]1CCCN1C(=O)[C@@H](CC=C)CC(=O)N[C@@H](CO)Cc1ccccc1
 : 3, -4, -5, 6.4, -4, 0, 11, 10, -11, 97
Cc1ccccc1OCc1nc2ccccc2c(=O)n1/N=C/c1cccc([N+](=O)[O-])c1
 : 7, -3, 0, -1.8, -3, -5, -5, 4, -17, 99
Cc1ccc([C@@H]2C[C@H]3[C@@H](CN2S(=O)(=O)c2ccc(Cl)cc2)C(=O)C[C@@H](c2ccccc2)N3S(=O)(=O)c2ccc(C)cc2)cc1
 : -6, -8, 0, -0.5, -2, 2, 4, -15, -6, 100
O=C(NCC1CCCO1)Nc1ccc(Cl)cc1 (centres undefined)
 : -1, -1, -2, -1.1, -1, -1, 0, 5, -6, 98
COc1cccc(NC2=C(C#N)C(=O)NC(c3cccc(OC)c3O)S2)c1 (centres undefined)
 : 5, -3, 11, 3.1, 3, 6, -12, 1, -5, 100
CCCCn1c(N)c(N(CC(C)C)C(=O)CSc2nnc(C)n2-c2ccc(OC)cc2)c(=O)[nH]c1=O
 : -7, 0, 1, -2.3, 1, -1, -3, -4, -7, 92
COc1ccc(Nc2ncc(C(=O)N3CCN(c4ccc(F)cc4)CC3)c3ccccc23)cc1
 : 6, 0, 1, -1.3, -5, -1, 11, 7, -5, 91
Cc1cccc(C(=O)NCCCNC(=O)c2ccc(C)nc2)c1
 : 3, -1, -8, -0.4, 1, 3, -6, -5, -7, 97
Cn1c(NCc2ccccc2F)nc2cc(-c3ccsc3)sc2c1=O
 : -4, -2, 10, 0.6, 6, 0, -2, 0, -7, 97
O=C(NNC(=O)c1cccnc1)Nc1cccc(Cl)c1Cl
 : 5, 1, -6, -1.0, 1, 2, -4, 9, -4, 98
COc1ccc(C[C@H]2CN3C(=NC[C@H]3C)N2CCNC(=O)CCC2CCCCC2)cc1
 : 0, 0, 5, -1.4, -2, -6, 5, -17, -10, 98
COc1ccc(C(=O)Cn2nnc(-c3ccc(N4CCOCC4)cc3)n2)cc1OC
 : 8, 0, 1, 1.9, 4, 15, 2, 3, -6, 98
CC(C)C[C@H]1CNC(=O)C(=O)N1C[C@H](Cc1ccc(O)cc1)NC(=O)CC12CC3CC(CC(C3)C1)C2
 : x, x, -8, x, 0, x, 2, x, -6, 97
CCC(C)[C@H](N)c1cn([C@@H](Cc2ccc(O)cc2)C(=O)N2CCNCC2)nn1 (some centres undefined)
 : 7, 3, 1, -1.4, 2, -2, 3, 5, -5, 100
O=C(CN1C(=O)NC2(CCCc3ccccc32)C1=O)N1CCc2ccccc2C1 (centres undefined)
 : -1, -1, -3, 0.9, 5, 4, 4, 4, -8, 102
CCOC(=O)N1CCC(NC(=O)C2CCN(S(=O)(=O)N3CCC(C)CC3)CC2)CC1
 : -3, 0, -5, -3.1, 2, 3, 4, -9, -4, 93
Cc1cccc(/C=N\Nc2cn[nH]c(=O)c2Cl)c1
 : 2, 25, -7, 0.2, 2, -1, -4, -9, -4, 91
CCCCCCN1C[C@H](O)[C@@H](n2cc(-c3ccc(F)cc3)nn2)C[C@@H]1c1ccccc1
 : -16, -1, 1, 1.4, -7, 13, -18, 7, -7, 101

In a second layout: five of the compounds above.
SMILES	H9c2 protect	Glyco luc inh	Exocytosis inh	MC4R ag barr	HTR2A ag	MC4R antag cAMP	ABHD5-PLIN5 inh	PDI inh	CaV13 FRET inh	ABCB6 inh MLPCN
O=c1[nH]c(COc2ccccc2)nc2ccccc12	8	2	-12	-1.1	7	6	4	0	-17	94
COc1ccc(OC)c(C(=O)NC(CC(N)=O)c2ccc(N3CCC(Cc4ccccc4)CC3)c([N+](=O)[O-])c2)c1 (centres undefined)	-3	1	1	-1.2	8	5	-6	1	-5	97
Nc1nnc(SCC(=O)NCCOc2ccccc2)s1	-4	3	-3	-1.0	-3	8	1	-13	-5	136
CCCn1c(N)c(C(=O)CSc2ncnc3sccc23)c(=O)n(C)c1=O	10	-1	-2	-1.5	-3	17	4	-1	-5	101
COc1cc2c(cc1OC)C(c1cccs1)CC(=O)N2 (centres undefined)	-4	1	0	-1.2	-2	0	-1	-1	-5	101
